Source: PubChem BioAssay
D2 antagonist: antagonizes the human D2 dopamine receptor; P14416; HEK293 TREx D2 cells, calcium flux, dopamine EC80; inhibition, % at 10 µM; actives 2% (n = 340,000); in the data active = inhibition above about 30%; also: 0% is about no effect
Target sequence (P14416 whole entry, looked up): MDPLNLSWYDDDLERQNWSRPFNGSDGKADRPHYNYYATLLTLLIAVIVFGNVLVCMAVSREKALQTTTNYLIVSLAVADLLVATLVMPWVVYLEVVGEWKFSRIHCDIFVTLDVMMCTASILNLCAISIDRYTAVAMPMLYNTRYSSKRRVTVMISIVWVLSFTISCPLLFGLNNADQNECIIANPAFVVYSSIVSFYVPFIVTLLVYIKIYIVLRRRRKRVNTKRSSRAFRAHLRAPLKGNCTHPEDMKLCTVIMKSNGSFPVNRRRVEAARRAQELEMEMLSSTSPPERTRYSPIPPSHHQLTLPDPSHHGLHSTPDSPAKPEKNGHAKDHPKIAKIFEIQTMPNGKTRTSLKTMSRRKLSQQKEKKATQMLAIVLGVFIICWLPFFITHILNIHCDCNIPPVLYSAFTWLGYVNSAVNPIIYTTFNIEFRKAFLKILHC
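Calcium flux kinetic readout in an inducible HEK293 TREx D2 line plated overnight at 30 C. After 180 s compound exposure, an EC80 dopamine challenge follows with another 180 s kinetic read to detect antagonism.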
TrxR1 substrate: rat thioredoxin reductase 1 substrate activity; O89049; purified TrxR1 substrate turnover, NADPH consumption readout; Potency, µM (doses to about 114 µM), inactives show top-dose activity change, negative = substrate turnover; actives 0.01% (n = 390,000); AID 588456; also: potency is read from the fitted curve at half-maximal effect; % is scaled to controls: 0 for no effect and ±100 for the full control effect; nearly all actives have a fitted effect of over 50% in size
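Rat TrxR1, dispensed at 90 nM, was prereduced with 400 uM NADPH (final) for 5 min at ~22 deg C, then incubated with compound 15 min before 400 uM selenite. A first-read NADPH fluorescence drop versus no-compound background flagged substrates.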
D2 agonist: D2 dopamine receptor (human) agonism. activation, % at 2 µM. AID 485358. HEK293 T-REx D2 cells, calcium flux agonist mode. actives 0.53% (n = 340,000). P14416;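 active = activation over 3 SD above normal in the single-dose calcium agonist read, cut at about 30% in these data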; also: 0% is about no effect
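Agonism scored from kinetic calcium signal (1 read/sec, 180 s) following compound pin transfer, after a 10 s baseline. Cells: HEK293 Trex line expressing inducible D2 receptor coupled to calcium, dye-loaded after overnight culture at 30 C.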
TRHR enhancer: allosterically enhances the human TRH receptor. actives 0.66% (n = 360,000). AID 493056. P34981. enhancement, % at 2 µM. TRHR cells, fluo-8 calcium fluorescence, EC20 TRH enhancement; in the data active = enhancement above about 30%; also: 0% is about no effect
Target sequence (P34981 whole entry, looked up): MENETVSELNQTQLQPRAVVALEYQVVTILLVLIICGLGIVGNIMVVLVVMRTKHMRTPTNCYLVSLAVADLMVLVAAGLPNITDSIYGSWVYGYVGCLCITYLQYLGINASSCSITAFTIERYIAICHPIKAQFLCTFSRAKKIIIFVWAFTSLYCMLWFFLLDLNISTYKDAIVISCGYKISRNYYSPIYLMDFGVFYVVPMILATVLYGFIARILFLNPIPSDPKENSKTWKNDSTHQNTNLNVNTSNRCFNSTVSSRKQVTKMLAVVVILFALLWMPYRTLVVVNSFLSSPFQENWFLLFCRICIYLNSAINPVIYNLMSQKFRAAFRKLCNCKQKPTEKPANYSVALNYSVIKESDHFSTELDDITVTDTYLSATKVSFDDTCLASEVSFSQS
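TRHR-expressing cells loaded with fluo-8 calcium dye were read kinetically (ex 480/em 530) during compound addition, then stimulated with an EC20 of TRH (10 nM final). Enhancement of the Gq-mediated intracellular calcium response was scored.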
USP1 inh: inhibitors of human USP1/UAF1 deubiquitinase; O94782; recombinant USP1/UAF1, Ub-Rhodamine cleavage fluorescence; Potency, µM (top dose mostly 57.1 µM), for the others: at the top dose activity change, negative = inhibition, most hits filed as inhibitors; actives 0.23% (n = 390,000); AID 743255; also: potency is read from the fitted curve at half-maximal effect; % is scaled to controls: 0 for no effect and ±100 for the full control effect; nearly all actives have a fitted effect of over 60% in size; inactives centre near -12
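In this screen, compounds sit with the deubiquitinase complex (1nM) for 15 min at room temperature before Ub-Rho is added at 150nM final. Fluorescence rise is then followed for 6 reads every 60 seconds.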
IDH1 R132H inh: inhibitors of human mutant IDH1 R132H | IDH1-R132H enzyme, NADPH consumption, diaphorase/resazurin fluorescence | Potency, µM (highest dose often 76.6 µM), inactives show at the highest dose activity change, negative = inhibition, most hits filed as inhibitors | actives 0.093% (n = 390,000) | AID 602179; also: potency is read from the fitted curve at half-maximal effect; % is scaled to controls: 0 for no effect and ±100 for the full control effect; nearly all actives have a fitted effect of over 65% in size
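IDH1-R132H (0.5 ug/mL) preincubated 30 min with compound, then NADPH (0.016 mM) and alpha-KG (2 mM) added; 80 min at RT, pH 7.5. Remaining NADPH coupled via diaphorase/resazurin to fluorescence (540/590 nm); concentration-response curves normalized to no-enzyme control.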
Pin1 inhibitor: inhibitors of human Pin1 | Pin1 FP peptide displacement, HiFluor488, 10 min | Potency, µM (highest dose often 115 µM), without a hit: at the highest dose activity, negative = inhibition, usual class: inhibitors | Q13526 | AID 504891 | actives 0.009% (n = 390,000); active = well fitted inhibition curve with a large enough effect in the polarisation, with a control signal flat, not every such curve was filed as active; inconclusive = small, poorly fitted or top-dose-only effect, or effect the other way, or a change in a side signal; inactive = no such curve, though single readings can be large or run the other way; the % refers to the polarisation; also: potency is read from the fitted curve at half-maximal effect; % is scaled to controls: 0 for no effect and ±100 for the full control effect
Target sequence (Q13526 whole entry, looked up): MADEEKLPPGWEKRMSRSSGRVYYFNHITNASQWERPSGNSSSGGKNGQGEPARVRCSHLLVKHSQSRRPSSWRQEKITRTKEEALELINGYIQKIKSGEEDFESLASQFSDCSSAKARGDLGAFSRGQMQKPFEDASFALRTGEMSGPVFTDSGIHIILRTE
TrxR1 inh: inhibitors of rat thioredoxin reductase 1; recombinant rTrxR1, NADPH fluorescence consumption, selenite substrate; Potency, µM (series often up to 114 µM), for the others: top-dose activity change, negative = inhibition, hits mostly inhibitors; actives 1% (n = 390,000); AID 588453; also: potency is read from the fitted curve at half-maximal effect; % is scaled to controls: 0 for no effect and ±100 for the full control effect; nearly all actives have a fitted effect of over 65% in size
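Rat TrxR1 (90 nM in the dispensed reagent) was pre-reduced with 400 uM NADPH for 5 min at room temperature, then incubated with compound for 15 min. After 400 uM selenite was added, NADPH fluorescence (Ex 340/Em 450 nm) was followed for 8 min.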
TRHR agonist: TRH receptor (human) agonism; P34981; TRHR cells, calcium flux fluo-8, FDSS agonist mode; activation, % at 2 µM; actives 0.18% (n = 360,000); AID 493084; in the data active = activation above about 30%; also: 0% is about no effect
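Steps: seed TRHR cells overnight; add fluo-8 no-wash Ca dye, RT 30 min–1.5 h; record 10 s baseline; pin-transfer compounds; monitor fluorescence 1 cycle/s for the agonist window. Calcium increases flag candidate agonists.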
Numbers without * were called inactive; u = inconclusive; x = no result given; [ ] = remark or other dose. Unless noted, calls follow the shape of the dose curve; as a rule, active = well fitted inhibition curve with a large enough effect; inconclusive = small, poorly fitted or top-dose-only effect; inactive = no such curve, though single readings can be large or run the other way. A portion of the library (hit frequency here may not be typical).

1) C#CCOCCOCCOCCNc1nc(N2CCN(C(=O)[C@H]([C@@H](C)O)n3cc(CCCCN)nn3)CC2)nc(N2CCN(C(=O)[C@H](C)n3cc(CCC(=O)O)nn3)CC2)n1
2) NC(N)=Nc1nc2cc([N+](=O)[O-])ccc2o1
3) Cc1ccc(S(=O)(=O)N2CCC(C(=O)Nc3ccccc3N3CCCC3)CC2)c(C)c1
4) O=C(c1nn2c(C(F)(F)F)cc(-c3ccc(F)cc3)nc2c1Cl)N1CCOCC1
5) CCOC(=O)CNC(=O)N1CCN(S(=O)(=O)c2ccc3c(ccn3C)c2)CC1
6) Cc1cc(Cl)ccc1OCC(=O)OCC(=O)NC1CCS(=O)(=O)C1 (centres undefined)
7) CCCNNC(=O)C(O)(c1ccccc1)c1ccccc1
8) CCOc1ccc(C(=O)Nc2cc(OC)ccc2OC)cc1

Compound,1,2,3,4,5,6,7,8
D2 antagonist,x,9,10,-6,x,-5,-12,2
TrxR1 substrate,8%,-3%,0%,3%[57.1 µM],7%[57.1 µM],2%,8%[0.0914 µM],4%[57.1 µM]
D2 agonist,x,-0.1,-0.1,0.5,0.5,-0.6,0.2,0.2
TRHR enhancer,x,1,2,3,-5,8,4,14
USP1 inh,-23%,-23%,-7%,5%,-25%,-21%,5%,-4%
IDH1 R132H inh,13%,7%,1%,-3%,u,-6%,1%,5%
Pin1 inhibitor,3%,-2%,13%,3%,-2%,1%,9%,-9%
TrxR1 inh,12%[57.1 µM],12%,14%,2%,18%[57.1 µM],5%,17%,15%
TRHR agonist,x,0.8,-0.5,-0.1,-0.6,0.7,0.1,-0.3

9) O=C(Nc1ccccc1C(F)(F)F)C1CCN(c2nnc(-n3cccc3)s2)CC1
10) COc1ccc(/C=C/C(=O)Oc2ccc(/C=N/NC(=O)COc3c(C)cccc3C)cc2)cc1
11) CCCCS(=O)(=O)N1CCCC(C(=O)NCC2CCCO2)C1 (centres undefined)
12) O=S(=O)(NCCN1CCCC1)c1ccc(Cl)cc1
13) Cc1nn(-c2cccc(C(=O)O)c2)c(C)c1[N+](=O)[O-]
14) CCC(C(=O)Nc1ccc(C(=O)Nc2ccccc2C(=O)O)cc1)c1ccccc1 (centres undefined)
15) Cc1ccc(C)c(NC(=O)Cn2nnc(C(=O)NCc3ccccc3Cl)c2N)c1
16) Cc1ccc(Cl)cc1NC(=O)Cn1cc(C(F)(F)F)cc(Cl)c1=O

Compound,9,10,11,12,13,14,15,16
D2 antagonist,x,11,9,11,-5,17,x,5
TrxR1 substrate,2%,x,7%[57.1 µM],-1%,5%,-7%,1%[57.1 µM],-4%
D2 agonist,-0.9,1.0,1.0,-0.2,-0.4,2.8,x,0.7
TRHR enhancer,7,-5,-2,2,-1,-4,5,-9
USP1 inh,-22%,x,-7%,-4%,-7%,-25%,-20%,-25%
IDH1 R132H inh,17%,x,0%,2%,-1%,18%,9%,0%
Pin1 inhibitor,34%[activator],x,4%,7%,0%,-17%,2%,-1%
TrxR1 inh,6%,x,6%[57.1 µM],2%,23%[57.1 µM],4%,26%[57.1 µM],-3%
TRHR agonist,-1.8,1.6,0.2,0.8,1.1,0.1,0.5,0.9

17) Cc1cc(SCC(=O)OCC(=O)N2CCCC2=O)c(C)cc1Br
18) CCCCCCc1ccc(N2C[C@H](CCCCC)[C@@H](CC(=O)NCc3ccc(OC)cc3)C2=O)cc1
19) COc1ccccc1CNC(=O)[C@@H]1CCCN1S(=O)(=O)c1ccc(C)cc1
20) CCCc1nnc(NC(=O)c2ccncc2)s1
21) O=C(NCCc1ccccc1)C(c1ccccc1F)N(C(=O)c1csnn1)C1CC1 (centres undefined)
22) c1ccc2c(C3=NNC(=NC4CCCCC4)SC3)c[nH]c2c1
23) CC(=O)c1c(C)oc2ccc(NS(=O)(=O)c3cccs3)cc12
24) Cc1nc2ccccc2n1CC(=O)c1ccc(O)c(O)c1

Compound,17,18,19,20,21,22,23,24
D2 antagonist,10,8,2,-11,x,-7,-6,-1
TrxR1 substrate,-7%,6%[57.1 µM],-1%,4%[57.1 µM],-9%,4%,6%[57.1 µM],-6%
D2 agonist,0.0,2.4,-1.2,-0.2,x,0.7,-2.0,-0.5
TRHR enhancer,-3,1,-10,-4,17,3,0,27
USP1 inh,-21%,-22%,1%,-13%,-19%,-29%,-14%,-9%
IDH1 R132H inh,3%,10%,5%,6%,0%,5%,18%,-2%
Pin1 inhibitor,10%,-1%,0%,-9%,-15%,15%,-8%,2%
TrxR1 inh,2%,17%[57.1 µM],19%,-3%[57.1 µM],-5%,10%,14%[57.1 µM],-4%
TRHR agonist,-0.1,2.9,1.4,0.7,0.1,0.4,-1.1,-0.1

Exported as labelled records: part of the list above.
(16) Cc1ccc(Cl)cc1NC(=O)Cn1cc(C(F)(F)F)cc(Cl)c1=O
  D2 antagonist = 5 | TrxR1 substrate = -4% | D2 agonist = 0.7 | TRHR enhancer = -9 | USP1 inh = -25% | IDH1 R132H inh = 0% | Pin1 inhibitor = -1% | TrxR1 inh = -3% | TRHR agonist = 0.9

(17) Cc1cc(SCC(=O)OCC(=O)N2CCCC2=O)c(C)cc1Br
  D2 antagonist = 10 | TrxR1 substrate = -7% | D2 agonist = 0.0 | TRHR enhancer = -3 | USP1 inh = -21% | IDH1 R132H inh = 3% | Pin1 inhibitor = 10% | TrxR1 inh = 2% | TRHR agonist = -0.1

(18) CCCCCCc1ccc(N2C[C@H](CCCCC)[C@@H](CC(=O)NCc3ccc(OC)cc3)C2=O)cc1
  D2 antagonist = 8 | TrxR1 substrate = 6%[57.1 µM] | D2 agonist = 2.4 | TRHR enhancer = 1 | USP1 inh = -22% | IDH1 R132H inh = 10% | Pin1 inhibitor = -1% | TrxR1 inh = 17%[57.1 µM] | TRHR agonist = 2.9

Following part.
no. | SMILES | D2 antagonist | TrxR1 substrate | D2 agonist | TRHR enhancer | USP1 inh | IDH1 R132H inh | Pin1 inhibitor | TrxR1 inh | TRHR agonist
25 | CN(Cc1ccccc1)Cc1ccccc1C(O)c1ccccc1 (centres undefined) | x | -8% | x | x | -3% | 10% | -1% | -14% | x
26 | CCN(CC)CCN(C(=O)CCS(=O)(=O)c1ccccc1)c1nc2cc3c(cc2s1)OCO3 | -17 | -1% | 0.2 | 4 | -13% | 9% | 14% | 14µM* | 0.2
27 | CCn1cc(S(=O)(=O)c2cccc(Cl)c2)c(=O)c2cc(F)c(N3CCN(C)CC3)cc21 | x | 31%[activator] | 1.8 | 22 | -15% | -14% | -1% | -1% | 0.6
28 | COc1ccc(/C=C(\C#N)C(=O)Nc2cc(S(=O)(=O)N3CCCCC3)ccc2N2CCCCC2)cc1 | 15 | -6% | -0.5 | 0 | -3% | 1% | 18% | -11% | 0.1
29 | Cc1cc(-c2c(C(=O)N3CCOCC3)c(C)nn2-c2cccc(C(F)(F)F)c2)no1 | 1 | 3% | -0.3 | -5 | u | 1% | 11% | 6% | 0.1
30 | CCOC(=O)c1c(C)c(C(=O)NCc2ccc3c(c2)OCO3)c(C)n1C | -31 | 3% | -0.4 | -3 | -7% | 3% | -1% | 16% | -0.6
31 | COc1ccc(C(CC(=O)Nc2cc([N+](=O)[O-])ccc2OC)c2ccccc2)cc1 (centres undefined) | 0 | 4% | 0.0 | -2 | -9% | -2% | 4% | u | 0.4
32 | COC(=O)c1nn(-c2nc(-c3cccc(OC)c3)cc(C(F)(F)F)n2)cc1[N+](=O)[O-] | 1 | -13% | 0.0 | -2 | -12% | -2% | -3% | -14% | 0.7
33 | O=C(Nc1ccccc1Oc1ccccc1)c1cnccn1 | 3 | 22%[57.1 µM] | -2.1 | -1 | -6% | 4% | 1% | 33%[57.1 µM] | 0.6
34 | COc1ccc(C2=NN(c3ccc(C=O)cc3)C(c3ccccc3)C2)cc1 (centres undefined) | 1 | 31% | 0.3 | -2 | -19% | 7% | 49%[activator] | -12% | 0.8
35 | Cc1ccc(S(=O)(=O)c2c(N)n(/N=C/c3ccco3)c3nc4ccccc4nc23)cc1C | 3 | 21% | 0.1 | 15 | 3% | -2% | 28% | -21% | 0.2
36 | CN(C)S(=O)(=O)c1ccc(S(=O)(=O)N2CCCC2)cc1 | 11 | 4% | 1.2 | 1 | -6% | 2% | 12% | 23% | 1.5
37 | Cc1c(Cl)cccc1NC(=O)CSc1nncn1-c1cccnc1 | 20 | 6%[57.1 µM] | -1.6 | 5 | -13% | 0% | -5% | 16%[57.1 µM] | 1.5
38 | COc1ccc(NC(=O)c2cc(-c3ccc4c(c3)OCO4)on2)cc1 | 22 | 16%[57.1 µM] | 1.1 | -3 | -2% | -2% | 0% | 27%[57.1 µM] | 1.6
39 | O=C(c1ccccc1)c1ccc2c(c1)OCCOCCOCCO2 | 9 | -5% | -0.1 | -3 | -2% | 4% | -1% | 14% | -0.5
40 | O=C(Nc1cccc(C(=O)Nc2ccccc2C(=O)O)c1)c1cccc(Cl)c1 | x | 8% | x | x | -25% | 4% | -1% | 13% | x
41 | COc1ccc(NC(=O)CSc2oc(-c3ccco3)nc2S(=O)(=O)c2ccccc2)c(OC)c1 | x | -3% | 0.2 | 7 | u | 0% | 61%[activator] | -16% | -0.5
42 | Cc1nn(C)c(Cl)c1CN1CCN(CCC(C)C)C(CCO)C1 (centres undefined) | 7 | 7% | 0.4 | 2 | -16% | 0% | -3% | 5% | 0.4
43 | CCOC(=O)C1=C(CS(=O)(=O)c2ccccc2)NC(=O)NC1c1cc(OC)c(O)c(OC)c1 (centres undefined) | -13 | -2% | 0.8 | -11 | -17% | -8% | -7% | 12% | -0.4
